GAA inh – qHTS Assay for Inhibitors of Human alpha-Glucosidase as a Potential Chaperone Treatment of Pompe Disease; actives 0.005% (n = 200,000); purified human GAA, 4-MU-alpha-glucoside fluorescence; AID 1466, 2008; Lysosomal alpha-glucosidase (Homo sapiens), P10253; Potency, µM (top dose mostly 76.9 µM), for the others: at the highest dose activity change, negative = inhibition, usual class: inhibitors;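 note: plate controls were uninhibited enzyme wells for no effect and no-enzyme background for full effect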
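Enzyme (4 nM final) mixed with compound (up to 77 uM), then 4-MU-alpha-D-pyranoside (400 uM final) added; 20 min at room temperature, pH 5.0. Reaction stopped at pH 10, fluorescence read, AC50 derived by Hill fit.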
IMPase Li inh – qHTS Assay for Identifying the Cell-Membrane Permeable IMPase Inhibitors: Potentiation with Lithium; actives 0.35% (n = 210,000); Potency, µM (titrated, usually from 59.4 µM), inactives show at the top dose activity, negative = IMPase inhibition, usual class: inhibitors; CHO-M1 cells, IP1 TR-FRET (IP-One), carbachol + lithium; AID 1457, 2008;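 note: IP1 builds up when IMPase is blocked and the TR-FRET signal falls; plate controls were basal vehicle for no effect and high inhibitor control for full effect; nearly all actives have a fitted effect of over 50% in size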
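Concentration–response in CHO-M1 cells, lithium-potentiated; 30 min at 37C. IP1 detected by competitive TR-FRET after 10 min lysis at RT. Hill-fitted AC50.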
RGS12 GoLoco inh – qHTS Assay for Inhibitors of RGS12 GoLoco Motif Activity (Red Fluorophore); actives 0.44% (n = 230,000); Potency, µM (top dose mostly 61.6 µM), without a hit: at the top dose activity, negative = inhibition, usual class: inhibitors; Guanine nucleotide-binding protein G(i) subunit alpha-1 (Homo sapiens), P63096; Gai1:RGS12 GoLoco peptide FP, rhodamine, 10 min; active = well fitted inhibition curve with a large enough effect, not every such curve was filed as active; inactive = no such curve, though single readings can be large or run the other way; note: % is set by controls: 0 for no effect and ±100 for the full control effect; nearly all actives have a fitted effect of over 30% in size; many of its hits are not listed in these tables
Target sequence (P63096 whole entry, looked up): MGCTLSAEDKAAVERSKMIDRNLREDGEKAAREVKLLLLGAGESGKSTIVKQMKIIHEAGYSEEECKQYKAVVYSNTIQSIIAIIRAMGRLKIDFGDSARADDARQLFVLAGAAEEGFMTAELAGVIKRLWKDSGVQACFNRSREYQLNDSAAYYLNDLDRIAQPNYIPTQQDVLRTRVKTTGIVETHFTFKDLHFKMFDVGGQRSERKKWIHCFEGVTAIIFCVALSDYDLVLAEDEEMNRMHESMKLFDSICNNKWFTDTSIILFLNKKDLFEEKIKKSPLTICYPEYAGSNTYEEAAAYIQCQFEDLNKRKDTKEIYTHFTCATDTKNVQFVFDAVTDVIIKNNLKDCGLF
HTT cytoprotect – qHTS Multiplex Assay to Identify Dual Action Probes in a Cell Model of Huntington: Cytoprotection (ATP); AID 1471, 2008; PC12 HTT-Q103 induced, cytoprotection, ATP luminescence, 40 h; actives 0.14% (n = 230,000); Potency, µM (highest dose often 56.4 µM), for the others: cytoprotection (ATP increase), actives largely listed as activators;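 note: % of control where 0% means no effect; nearly all actives have a fitted effect of over 45% in size; toxic huntingtin expression switched on by the ecdysone agonist tebufenozide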
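Quantitative HTS on tebufenozide-induced (100 nM) PC12 cells expressing HTTQ103 exon 1–GFP; compounds tested as a concentration series; survival measured via cellular ATP.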
aGlu spleen mod – qHTS Assay for Inhibitors and Activators of Human alpha-Glucosidase From Spleen Homogenate; Lysosomal alpha-glucosidase (Homo sapiens), P10253; human spleen homogenate, 4-MU-alpha-glucoside fluorescence; Potency, µM (titrated, usually from 79.9 µM), without a hit: at the highest dose activity change, negative = inhibition, hits mostly inhibitors; actives 0.006% (n = 240,000); AID 2112, 2009;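 note: 0% = enzyme with vehicle and -100% = no enzyme basal signal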
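AC50 values come from Hill-equation fits of concentration-response data, normalized to no-enzyme and full-activity controls. Enzyme source: 1 ug human spleen homogenate; 1 mM fluorogenic 4-MU glucoside, pH 5.0 citrate buffer, 37 C, 40 min.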
HTT aggregate – qHTS Multiplex Assay to Identify Dual Action Probes in a Cell Model of Huntington: Aggregate Formation (GFP) | PC12 HttQ103-GFP aggregates, Acumen cytometry, 40 h | Potency, µM (top dose mostly 46.1 µM), for inactives: at the top dose activity change, negative = inhibition, most hits filed as inhibitors | actives 1.1% (n = 220,000) | AID 1688, 2009; note: % is set by controls: 0 for no effect and ±100 for the full control effect; nearly all actives have a fitted effect of over 60% in size
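Inducible Q103 Huntingtin exon 1–GFP PC12 line, 1500 cells/well in phenol red free DMEM with 5% equine and 5% calf serum. Tebufenozide 100 nM induced expression; compounds titrated; aggregates quantified by cytometry.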
GAA glycogen mod – qHTS Assay for Inhibitors and Activators of Human alpha-Glucosidase Cleavage of Glycogen | Lysosomal alpha-glucosidase (Homo sapiens), P10253 | recombinant GAA, glycogen substrate, Amplex Red glucose oxidase fluorescence | Potency, µM (top dose mostly 76.4 µM), without a hit: at the highest dose activity change, negative = inhibition, usual class: inhibitors | actives 0.38% (n = 300,000);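 note: 0% = full enzyme reaction and -100% = no-enzyme basal signal; the screen sought inhibitors and activators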
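Recombinant human alpha-glucosidase (4 nM final) hydrolysed bovine liver glycogen (30 ug) for 40 min at 37 C in pH 5.0 citrate/phosphate with 0.01% Tween-20. Released glucose detected by glucose oxidase/Amplex Red, Ex 573/Em 610 nm. Compounds up to 77 uM; AC50 from Hill fits.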
An asterisk follows results filed as active; ? = inconclusive; . = not tested or not shown; & = joins results of further samples; [ ] = remark or other dose. Unless noted, calls come from the whole dose curve; as a rule, active = well fitted curve in the direction sought with a large enough effect; inconclusive = small, poorly fitted or top-dose-only effect, or another doubt; inactive = no such curve, though single readings can be large; an effect the other way counts as inactive or inconclusive. Potency is the fitted concentration of half-maximal effect.

Start of the data: the first 10 records as a preview:
SMILES | GAA inh | IMPase Li inh | RGS12 GoLoco inh | HTT cytoprotect | aGlu spleen mod | HTT aggregate | GAA glycogen mod
COc1cc(O)c2c(=O)cc(-c3ccc(OC)c(-c4c(O)cc(O)c5c(=O)cc(-c6ccc(O)cc6)oc45)c3)oc2c1 | . | 16.6% | 6.5% | -91.5%[inhibitor] | -6.6% | . | .
CC[C@H](Cc1c(I)cc(I)c(N)c1I)C(=O)O | . | 1.7% | -26.3%[21.6 µM] | -23.3%[40.3 µM] | -2.6%[29.1 µM] | 19.6%[20.6 µM] | .
Cc1ccccc1OC[C@H](O)CO | . | 0.4% | -3.7%[21.6 µM] | 4.6%[40.3 µM] | -3.9%[29.1 µM] | . | .
O=c1cc(-c2ccc(O)cc2)oc2cc(O[C@H]3OC(CO)C(O)C(O)C3O)cc(O)c12 (some centres undefined) | . | 0.2% | 3.1% | 5.3% | -3.6% | . | .
c1ccc(CC2=NCCN2)cc1 | -3.1%[15.4 µM] | 16.0% | -6.4% | ? | -6.4% | -9.7% | -3.8%
CCOC(=O)C(CCc1ccccc1)NC(C)C(=O)N1Cc2ccccc2CC1C(=O)O (centres undefined) | . | 12.9% | -2.1% | -33.8%[inhibitor] | -6.8% | 12.9% | .
COc1ccc(/C=C/C(=O)Nc2ccccc2C(=O)O)cc1OC | -0.5%&-5.1%[15.4 µM] | -9.0%&14.4% | 21.1%&32.6%&5.7% | -50.8%[inhibitor] | -3.7%&12.5%&-10.2% | -7.4%&7.7% | -0.2%&3.8%
Cc1c(NC(=O)c2cccnc2)c(=O)n(-c2ccccc2)n1C | . | 12.8%&11.5% | 4.2% | ? | 5.2% | -20.1%[9.22 µM] | 4.5%
CC[N+](C)(CC)CCOC(=O)C(O)(c1ccccc1)C1CCCCC1 (centres undefined) | 0.1%[15.4 µM] | 25.1% | 11.1% | 4.1% | 11.2% | -7.7% | 4.2%
NC(=O)c1cn(Cc2c(F)cccc2F)nn1 | . | . | . | 18.3% | -1.5% | 17.7% | .

Results, from the first entry:
SMILES | GAA inh | IMPase Li inh | RGS12 GoLoco inh | HTT cytoprotect | aGlu spleen mod | HTT aggregate | GAA glycogen mod
COc1cc(O)c2c(=O)cc(-c3ccc(OC)c(-c4c(O)cc(O)c5c(=O)cc(-c6ccc(O)cc6)oc45)c3)oc2c1 | . | 16.6% | 6.5% | -91.5%[inhibitor] | -6.6% | . | .
CC[C@H](Cc1c(I)cc(I)c(N)c1I)C(=O)O | . | 1.7% | -26.3%[21.6 µM] | -23.3%[40.3 µM] | -2.6%[29.1 µM] | 19.6%[20.6 µM] | .
Cc1ccccc1OC[C@H](O)CO | . | 0.4% | -3.7%[21.6 µM] | 4.6%[40.3 µM] | -3.9%[29.1 µM] | . | .
O=c1cc(-c2ccc(O)cc2)oc2cc(O[C@H]3OC(CO)C(O)C(O)C3O)cc(O)c12 (some centres undefined) | . | 0.2% | 3.1% | 5.3% | -3.6% | . | .
c1ccc(CC2=NCCN2)cc1 | -3.1%[15.4 µM] | 16.0% | -6.4% | ? | -6.4% | -9.7% | -3.8%
CCOC(=O)C(CCc1ccccc1)NC(C)C(=O)N1Cc2ccccc2CC1C(=O)O (centres undefined) | . | 12.9% | -2.1% | -33.8%[inhibitor] | -6.8% | 12.9% | .
COc1ccc(/C=C/C(=O)Nc2ccccc2C(=O)O)cc1OC | -0.5%&-5.1%[15.4 µM] | -9.0%&14.4% | 21.1%&32.6%&5.7% | -50.8%[inhibitor] | -3.7%&12.5%&-10.2% | -7.4%&7.7% | -0.2%&3.8%
Cc1c(NC(=O)c2cccnc2)c(=O)n(-c2ccccc2)n1C | . | 12.8%&11.5% | 4.2% | ? | 5.2% | -20.1%[9.22 µM] | 4.5%
CC[N+](C)(CC)CCOC(=O)C(O)(c1ccccc1)C1CCCCC1 (centres undefined) | 0.1%[15.4 µM] | 25.1% | 11.1% | 4.1% | 11.2% | -7.7% | 4.2%
NC(=O)c1cn(Cc2c(F)cccc2F)nn1 | . | . | . | 18.3% | -1.5% | 17.7% | .
Cc1ccc(CN2CCN(Cc3cccc4nccnc34)CC2CCO)cc1 (centres undefined) | . | . | 2.7% | 14.4%[10 µM] | -1.6% | -2.9%[9.22 µM] | -0.6%
Cc1oc(=O)oc1CN1CCN(c2cc3c(cc2F)c(=O)c(C(=O)O)c2n3C(C)S2)CC1 (centres undefined) | . | . | 3.0% | ? | . | 16.4% | .

3 compounds already listed, arranged by molecular weight, falling:
SMILES | GAA inh | IMPase Li inh | RGS12 GoLoco inh | HTT cytoprotect | aGlu spleen mod | HTT aggregate | GAA glycogen mod
CC[N+](C)(CC)CCOC(=O)C(O)(c1ccccc1)C1CCCCC1 (centres undefined) | 0.1%[15.4 µM] | 25.1% | 11.1% | 4.1% | 11.2% | -7.7% | 4.2%
COc1ccc(/C=C/C(=O)Nc2ccccc2C(=O)O)cc1OC | -0.5%&-5.1%[15.4 µM] | -9.0%&14.4% | 21.1%&32.6%&5.7% | -50.8%[inhibitor] | -3.7%&12.5%&-10.2% | -7.4%&7.7% | -0.2%&3.8%
c1ccc(CC2=NCCN2)cc1 | -3.1%[15.4 µM] | 16.0% | -6.4% | ? | -6.4% | -9.7% | -3.8%

The listing continues.
SMILES | GAA inh | IMPase Li inh | RGS12 GoLoco inh | HTT cytoprotect | aGlu spleen mod | HTT aggregate | GAA glycogen mod
CCCn1cnc2c1c(=O)n(CCCCC(C)=O)c(=O)n2C | . | 6.5%&-1.6% | -3.2%&9.3% | -9.7% | -0.9%&1.5% | 8.8% | .
Cc1cc(-c2ccccc2)nnc1NCCN1CCOCC1 | -13.0%[15.4 µM] | 0.6%&14.6%&8.9% | 8.4% | -46.4%[inhibitor] | 0.9% | 0.6%&21.2% | 4.5%
O=C(O)CNC(=O)c1ccccc1I | . | . | -24.1% | -13.7% | 0.0% | -3.5% | .
CC(C(=O)O)c1ccc(C(=O)c2cccs2)cc1 (centres undefined) | . | ? | 3.5% | -45.1%[inhibitor] | -10.2% | . | .
c1ccc(CN(CC2=NCCN2)c2ccccc2)cc1 | 2.3%&-28.4%[15.4 µM] | 3.0%&15.2%&4.9%&3.5%&9.5% | 9.6% | ? | 4.9% | -14.0%&9.1%&15.0% | -0.3%&5.3%
Oc1cc(O)c2c(c1)O[C@H](c1ccc(O)c(O)c1)[C@@H](O)[C@@H]2c1c(O)cc(O)c2c1O[C@@H](c1ccc(O)c(O)c1)[C@H](O)C2 | . | 6.6% | 4.6%[14.2 µM] | -4.4%[10 µM] | . | . | .
O=C1c2ccc(O)c(O)c2C(=O)c2c(O)ccc(O)c21 | . | 141.3%[activator] | -25.3% | -231.0%[inhibitor] | -4.7% | . | .
CC(=O)NC(Cc1ccccc1)C(=O)O (centres undefined) | 0.5% | 1.8%[38.3 µM] | -6.6% | -11.0% | -3.5% | 1.0%&-7.5% | -8.2%
CCOc1ccccc1C(N)=O | . | -3.8% | 5.8% | 25.1% | 5.1% | -7.2% | .
Oc1ccc(/C=C/c2cc(O)cc(O)c2)cc1 | 9.0%[15.4 µM] | 29.9%&20.3%&25.7%&3.7%&57.5%&3.9% | 11.0%&-2.4%&-3.3%&5.8%&1.2%&-2.5% | -194.1%[inhibitor] | 4.8%&0.6%&2.4%&0.6%&12.8%&-8.9% | . | ?
NC(=O)c1cccc(-c2cc(Nc3ccc(OC(F)(F)F)cc3)ncn2)c1 | . | . | 3.5% | 9.8%[10 µM] | -2.1% | -3.2%[9.22 µM] | -6.1%
CCOC(=O)c1ccc(N)cc1 | . | -0.7%&2.8% | -2.6% | 9.0% | -0.8% | 3.5%[20.6 µM] | .
CCCCCCO | . | 6.5% | 2.8% | -8.1% | 6.8% | . | .
Cc1c(I)c(=O)n(-c2ccccc2)n1C | . | -7.5% | 10.3% | -0.7% | 4.7% | 7.2% | .
CC(=O)c1ccc2c(c1)N(CCCN(C)C)c1ccccc1S2 | . | 28.7% | 13.2%[21.6 µM] | 0.9%[40.3 µM] | 0.2%[29.1 µM] | 16.6%[20.6 µM] | .
CC(=O)C1CCC2C3CC(C)C4=CC(=O)CC[C@@]4(C)C3C(O)C[C@@]12C (some centres undefined) | . | 11.3% | 7.5% | -46.3%[inhibitor] | 0.7% | . | .
CCC(C)[C@@H](N)C(=O)O (some centres undefined) | . | -2.5% | -0.9% | 24.1%&0.0% | 6.7%&1.6% | 9.7% | .
COc1ccc(S(=O)(=O)N2c3ccc(Cl)cc3[C@](O)(c3ccccc3Cl)[C@@H]2C(=O)N2CCC[C@H]2C(N)=O)cc1OC | . | -9.4% | 2.6% | -1.5%&8.9% | 1.0% | 5.7% | .
CC(COc1ccccc1)NC(C)C(O)c1ccc(O)cc1 (centres undefined) | 2.1%[15.4 µM] | -0.3%&-9.3% | 7.7%&0.4% | -13.6% | -12.3%&-9.2% | 3.6% | 1.6%
CCCN[C@@H](C)C(=O)Nc1c(C)csc1C(=O)OC | . | -0.8% | 6.1%[21.6 µM] | -1.8%[40.3 µM] | 2.9%[29.1 µM] | 5.4%[20.6 µM] | .

These rows are one share of the data; rates above refer to the full screens.
